# Compound activity (PubChem)
# Nrf2 ARE act: Nrf2 pathway activation | AREc32 ARE-luciferase reporter (MCF7-derived line), luminescence, 24 h | Potency, µM (series often up to 46.1 µM), inactives show at the highest dose activation, actives largely listed as activators | 0.31% of 410,000 active; also: potency is read from the fitted curve at half-maximal effect; % of control where 0% means no effect; nearly all actives have a fitted effect of over 65% in size
#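 For detection, Steady-Glo was added and plates sat 30 min at RT; before that, AREc32_Fluc cells grown overnight in OPTI-MEM/5% FBS had been treated with 23 nL compound for 24 hr at 37 deg C.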
# EPAC2 antag: blocks human EPAC2 exchange factor. EPAC2 GEF exchange of Rap1B-BODIPY-GDP, fluorescence. Potency, µM (top dose mostly 114 µM), without a hit: at the highest dose activity, negative = inhibition, usual class: inhibitors. 0.18% of 360,000 active. AID 720708; also: potency is read from the fitted curve at half-maximal effect; % is scaled to controls: 0 for no effect and ±100 for the full control effect; nearly all actives have a fitted effect of over 45% in size; many of its hits are not listed in these tables
# Target sequence (Q8WZA2 whole entry, looked up): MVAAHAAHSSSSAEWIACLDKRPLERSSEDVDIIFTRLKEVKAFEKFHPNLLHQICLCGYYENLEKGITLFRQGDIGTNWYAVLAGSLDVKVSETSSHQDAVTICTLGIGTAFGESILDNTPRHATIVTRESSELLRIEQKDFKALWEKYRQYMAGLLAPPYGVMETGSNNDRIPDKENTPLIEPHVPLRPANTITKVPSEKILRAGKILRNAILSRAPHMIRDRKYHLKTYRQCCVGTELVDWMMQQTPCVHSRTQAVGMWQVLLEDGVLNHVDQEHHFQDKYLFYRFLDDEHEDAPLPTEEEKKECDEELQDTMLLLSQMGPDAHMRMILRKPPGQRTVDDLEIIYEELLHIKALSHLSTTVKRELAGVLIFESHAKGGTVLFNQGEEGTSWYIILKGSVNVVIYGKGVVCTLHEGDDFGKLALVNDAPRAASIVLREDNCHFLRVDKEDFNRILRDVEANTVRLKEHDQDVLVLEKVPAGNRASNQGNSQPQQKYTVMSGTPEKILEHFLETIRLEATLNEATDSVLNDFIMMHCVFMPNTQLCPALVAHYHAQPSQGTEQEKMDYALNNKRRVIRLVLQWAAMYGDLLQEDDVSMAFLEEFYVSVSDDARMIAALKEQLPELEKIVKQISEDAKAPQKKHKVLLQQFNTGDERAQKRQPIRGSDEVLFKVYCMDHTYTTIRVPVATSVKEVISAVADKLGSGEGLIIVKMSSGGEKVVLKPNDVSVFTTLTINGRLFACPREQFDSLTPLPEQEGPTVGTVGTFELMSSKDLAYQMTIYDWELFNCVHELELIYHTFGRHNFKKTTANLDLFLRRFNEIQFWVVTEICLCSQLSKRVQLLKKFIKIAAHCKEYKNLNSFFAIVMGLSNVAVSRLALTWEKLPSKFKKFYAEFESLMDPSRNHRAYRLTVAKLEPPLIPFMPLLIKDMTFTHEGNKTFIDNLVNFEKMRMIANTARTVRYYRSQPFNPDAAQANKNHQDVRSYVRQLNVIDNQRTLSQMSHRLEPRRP
# Nrf2 inh: blocks Nrf2 signaling; 2.1% of 360,000 active; A549 ARE-Fluc reporter, luciferase luminescence, 18-24 h; Potency, µM (titrated, usually from 46 µM), for the others: at the top dose activity change, negative = inhibition, hits mostly inhibitors; AID 504444; also: potency is read from the fitted curve at half-maximal effect; % is scaled to controls: 0 for no effect and ±100 for the full control effect; nearly all actives have a fitted effect of over 60% in size
#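 Reporter: ARE-Fluc in A549. Exposure: 18-24 h, 37 °C, 5% CO2, 5% FBS OPTI-MEM. Readouts: fluorescent cytotoxicity (CellTiter-Fluor), then luminescent Nrf2 signal after BugLite.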
# A549 tox: kills or reduces viability of A549 cells in Nrf2 counter-screen | Potency, µM (titrated, usually from 46 µM), for the others: top-dose activity change, negative = cytotoxicity, most hits filed as inhibitors | A549 ARE-Fluc cells, CellTiter-Fluor viability, 18-24 h | 0.16% of 390,000 active | AID 504648; also: potency is read from the fitted curve at half-maximal effect; % is scaled to controls: 0 for no effect and ±100 for the full control effect
#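 A549 ARE_Fluc cells in 5% FBS OPTI-MEM were exposed to compounds in concentration-response for 18-24 h at 37 deg C. Viability was read by CellTiter-Fluor fluorescence (Ex 405/Em 525) after 30 min, before the luciferase read.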
# CCT chaperon mod: cytosolic chaperonin activity modulation. purified chaperonin ATPase assay, HTRF ADP detection, 30 min. activity change, % (no concentration beside the values), hits read low. 0.3% of 360,000 active. AID 651819; in the data active = activity change below about -30%; also: % is scaled to controls: 0 for no effect and ±100 for the full control effect
#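 We incubate TRiC, 40 or 20 nM final, with library compounds at 76 uM and 10 uM ATP for 30 min at 37 °C. ADP formed is detected with Transcreener HTRF reagents after 30 min at room temperature.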
# TGFb SMAD3 inh: inhibitors of TGF-b signaling. 1.2% of 410,000 active. HepG2 CAGA-GFP TGF-b/SMAD3 reporter, GFP fluorescence, 18 h; TGF-beta stimulated, 500 pg/mL final. Potency, µM (highest dose often 46.1 µM), for the others: at the highest dose activity, negative = inhibition, most hits filed as inhibitors; also: potency is read from the fitted curve at half-maximal effect; % is scaled to controls: 0 for no effect and ±100 for the full control effect; nearly all actives have a fitted effect of over 65% in size
#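 Inhibition of TGF-beta-driven CAGA-GFP reporter expression in HEPG2 cells is measured by cellular GFP fluorescence after 18 h stimulation with 500 pg/mL recombinant TGF-beta in 1% FBS medium at 37 degrees C.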
# pAkt inh: inhibitors of Akt phosphorylation | activity change, % for hits at 50 µM | Neuro2A IGF-stimulated pAkt S473 HTRF, 20 min; active compounds read low | AID 651550 | 0.32% of 360,000 active; in the data active = activity change below about -80%; inconclusive = mostly about -51% to -80%; also: % is scaled to controls: 0 for no effect and ±100 for the full control effect
#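 Neuro2A cells (4,500/well, DMEM with 0.5% FBS) were treated with compound at a single 50 µM final concentration, stimulated with 6 nM IGF for 20 min at 37 °C, and lysed. Phospho-Akt Ser473 was read by HTRF as 665/615 ratio ×10^4.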
# MmCpn inh: M. maripaludis TRiC chaperonin inhibition | purified Mm-Cpn ATPase, ADP Transcreener TR-FRET | Potency, µM (highest dose often 76.9 µM), for inactives: top-dose activity, negative = inhibition, actives largely listed as inhibitors | 0.031% of 330,000 active; also: potency is read from the fitted curve at half-maximal effect; % is scaled to controls: 0 for no effect and ±100 for the full control effect; nearly all actives have a fitted effect of over 80% in size
#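 TR-FRET (320 nm excitation; 590 and 665 nm emission) reports ADP made from 10 uM ATP by 25 nM enzyme; compounds were preincubated 10 min, reaction run 30 min, both at 37°C.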
# EPAC2 ag: agonists of human EPAC2 (RAPGEF4); Q8WZA2; EPAC2 activation, biochemical qHTS; response scale: 100% = 6.5 mM cAMP response; Potency, µM (doses to about 154 µM), for inactives: at the highest dose activation, most hits filed as activators; 0.079% of 360,000 active; AID 720711; also: potency is read from the fitted curve at half-maximal effect; nearly all actives have a fitted effect of over 50% in size
#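 Fluorescence exchange assay: 100 nM EPAC2 with 250 nM RAP1B-BODIPY-GDP and 50 uM GDP; compounds tested as a concentration-titration series (qHTS). Loss of Rap1-bound BODIPY-GDP fluorescence read at 480/540 nm; data normalized to 6.5 mM cAMP.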
# * hit, by the source's call; i = inactive; ? = inconclusive; / = not tested or not shown; [ ] = remark or other dose. Unless noted, calls follow the shape of the dose curve; as a rule, active = well fitted curve in the direction sought with a large enough effect; inconclusive = small, poorly fitted or top-dose-only effect, or another doubt; inactive = no such curve, though single readings can be large; an effect the other way counts as inactive or inconclusive.
# Each structure is followed by: Nrf2 ARE act, EPAC2 antag, Nrf2 inh, A549 tox, CCT chaperon mod, TGFb SMAD3 inh, pAkt inh, MmCpn inh, EPAC2 ag
- NC(=O)[C@@H]1CC2(CC(c3cccc(NC(=O)[C@@H]4CCC(=O)N4)c3)=NO2)CN1C(=O)Cc1ccc([N+](=O)[O-])cc1 (some centres undefined)
  -0.7%, 9%, 1%, 4%, -3.4, 0%, i, 1%, 8%
- COc1ccc(C)cc1S(=O)(=O)Nc1ccc2c(c1)OCO2
  -0.5%, -14%, -16%, 5%, -4.7, -1%, i, -2%, 5%
- COc1ccc(-c2nc(NCCN(C)C)nc3ccsc23)c(C)c1
  7.7%, 9%, /, /, -0.9, 8%, i, /, 3%
- COc1ccccc1N1CCN(C(c2ccccc2)c2nnnn2CCc2ccccc2)CC1 (centres undefined)
  0.6%, -7%, ?, -8%, -2.6, -12%, i, -4%, 13%
- Cc1ccc(N(CC(=O)NCc2ccc(F)cc2)S(=O)(=O)c2cccs2)cc1
  -0.5%, 0%, 1%, 6%, -1.2, ?, i, -2%, -2%
- CCOC(=O)C1CCN(CCC(=O)Nc2ccc(C)cc2)CC1
  -0.6%, -2%, 13%, 2%, 0.0, 5%, i, 2%, -8%
- COc1ccc(CNC(=O)c2cn(Cc3ccccc3OC)c(=O)s2)cc1
  1.8%, -6%, /, /, -2.7, -18%, i, /, 9%
- CCn1c(=O)c([N+](=O)[O-])c(N2CCN(Cc3ccc4c(c3)OCO4)CC2)c2ccccc21
  -0.5%, -6%, ?, 3%, 0.5, -7%, i, 0%, 11%
- O=C(NCCc1ccccc1)C1CCN(c2ncccn2)CC1
  -0.6%, 3%, ?, 8%, 0.2, 2%, i, 0%, 8%
- COc1ccc(CCNC(=O)c2cnc3sc(N4CCCC4)nn3c2=O)cc1OC
  5.0%, /, -20%, -7%, /, ?, /, /, /
- O=C(NCC(c1cccs1)N1CCOCC1)c1cc(S(=O)(=O)N2CCOCC2)c(Cl)cc1Cl (centres undefined)
  0.1%, 8%, -15%, -7%, -0.7, 11%, i, -4%, -4%
- Cc1cc(C)c(O)c(C2(O)C(=O)c3ccccc3C2=O)c1
  8.0%, -5%, 3%, 1%, -3.1, 6%, i, 0%, 16%
- CC1CC(C)CN(C(=O)C(C)N(C)CC(=O)Nc2ccc(F)cc2)C1 (centres undefined)
  0.0%, 12%, 9%, -8%, -0.7, -2%, i, -3%, -2%
- O=C(c1noc2c1CCCCC2)N1CCN(C(c2ccccc2)c2ccccc2)CC1
  -2.3%, -8%, -8%, 0%, -1.5, 3%, i, /, 2%
- COc1cccc(C(=O)CSc2nccn2C)c1
  -0.4%[9.22 µM], 14%, 15%, 1%, -1.8, 8%, i, -6%, 6%
- CC(=O)Nc1ccc(S(=O)(=O)N2CCN=C2C)cc1
  -0.5%, -4%, 10%, 2%, -1.7, -2%, i, 1%, 3%
- COc1cc(/C=N/NC(=O)CNc2n[nH]c(=O)[nH]c2=O)ccc1O
  -0.1%[9.22 µM], 3%, 7%, -3%, 0.0, -4%, i, 2%, -3%
- CCCN(Cc1ccccc1)C(=S)Nc1cccc(C(F)(F)F)c1
  2.8%, -8%[57.1 µM], 21µM*, 2%, 1.2, ?, i, -1%, 6%
- O=c1cc2nc(-c3ccccc3F)nc(SCc3ccc(Br)cc3)n2[nH]1
  6.3%, /, ?, -3%, /, ?, /, /, /
- COc1ccc(S(=O)(=O)NCCc2ccc(F)cc2)cc1
  0.0%, -16%, -1%, -4%, 0.7, -6%, i, -3%, -1%
- Cc1nc(-c2nnc(SCC(=O)Nc3cc(Cl)cc(Cl)c3)n2C)cs1
  -0.3%, -2%, -12%, -4%, -0.4, -13%, i, 1%, 4%
- c1ccc(-n2nnnc2SCc2ccccn2)cc1
  1.6%, 12%, 12%, -4%, -0.9, 1%, i, 1%, 5%
- Cc1noc(C)c1S(=O)(=O)N1CCC(C(=O)N2CCN(c3ccccc3)CC2)CC1
  -0.5%, /, -20%, 2%, /, 4%, /, /, /
- CC(=NNC(=O)CCC(=O)Nc1ccccc1Cl)c1ccco1
  9.5%, -2%, 4%, -7%, -1.5, -20%, i, -1%, 4%
- O=C(NCCC1=CCCCC1)C1CCN(S(=O)(=O)c2ccc(Br)s2)CC1
  -0.3%, 8%, -25%, -6%, -1.3, -27%, i, 1%, -5%
- COc1cc(C)ccc1S(=O)(=O)NC(=O)C1(C)CCN1C(=O)c1ccc(C(F)(F)F)nc1C (centres undefined)
  0.4%[9.22 µM], 9%, /, /, -0.4, 11%, i, /, 5%
- COCCN(Cc1cc2cc(C)ccc2nc1Cl)C(=O)Nc1ccccc1OC
  -0.1%, -4%, ?, -1%, -0.6, 8%, i, -14%, -6%
- CCCS(=O)(=O)c1c(S(=O)(=O)CCC)c2ccccn2c1C(=O)OC
  -0.8%, 20%, 16%, -7%, -1.4, -18%, i, -1%, 4%
- Cc1ccnc(NS(=O)(=O)c2ccc(NC(=O)Cc3c(F)cccc3Cl)cc2)n1
  -0.8%, ?, ?, 0%, -1.6, 8%, i, -5%, 7%
- COc1ccc(C(=O)N/N=C(\C)c2ccc3c(c2)C2C=CCC2C(c2ccccc2)N3)cc1 (centres undefined)
  8.6%, -4%, -4%, -11%, 0.4, -3%, i, -2%, 1%

# Single records, from the list above. Screens in order: Nrf2 ARE act, EPAC2 antag, Nrf2 inh, A549 tox, CCT chaperon mod, TGFb SMAD3 inh, pAkt inh, MmCpn inh, EPAC2 ag
# Entry for CCOC(=O)C1CCN(CCC(=O)Nc2ccc(C)cc2)CC1 = -0.6%, -2%, 13%, 2%, 0.0, 5%, i, 2%, -8%
# Entry for Cc1nc(-c2nnc(SCC(=O)Nc3cc(Cl)cc(Cl)c3)n2C)cs1 = -0.3%, -2%, -12%, -4%, -0.4, -13%, i, 1%, 4%
# Entry for COc1ccc(CNC(=O)c2cn(Cc3ccccc3OC)c(=O)s2)cc1 = 1.8%, -6%, /, /, -2.7, -18%, i, /, 9%
# Entry for COc1cccc(C(=O)CSc2nccn2C)c1 = -0.4%[9.22 µM], 14%, 15%, 1%, -1.8, 8%, i, -6%, 6%

# A few values from the results shown.
# CC(=NNC(=O)CCC(=O)Nc1ccccc1Cl)c1ccco1 | Nrf2 inh = 4%
# CCOC(=O)C1CCN(CCC(=O)Nc2ccc(C)cc2)CC1 | A549 tox = 2%

# (list continues)
# Each structure is followed by: Nrf2 ARE act, EPAC2 antag, Nrf2 inh, A549 tox, CCT chaperon mod, TGFb SMAD3 inh, pAkt inh, MmCpn inh, EPAC2 ag
- CCOC(=O)c1sc(NC(=O)c2cccc(S(=O)(=O)N3c4ccccc4CC3C)c2)cc1C (centres undefined)
  -0.3%, 0%, -8%, 0%, -1.6, ?, i, -21%, 14%
- Nc1c2c(nc3sc4c(c13)CCCC4)-c1ccccc1CC2
  3.4%, -25%, ?, -2%, 1.9, ?, i, -9%, 11%
- COc1ccc(C(=O)CC(=O)c2ccccc2O)cc1OC
  11%, -1%, ?, 13%, -2.8, -5%, i, -2%, 20%
- Cc1[nH][nH]c(=O)c1C(c1ccc(N(C)C)c(Br)c1)c1c(C)[nH][nH]c1=O
  0.4%, 0%, -11%, -10%, 0.7, 4%, i, 4%, 5%
- Cc1ccc(-n2nnc(-c3cc4ccccc4nc3Cl)n2)cc1
  6.6%, 2%, ?, 0%, -1.7, 6%, i, /, 3%
- O=C(NCc1ccccn1)C1CN(S(=O)(=O)c2ccccc2)CCN1S(=O)(=O)c1ccccc1 (centres undefined)
  -0.5%, ?, -22%, -1%, 3.2, 1%, i, 1%, 4%
- CC(C)COC(=O)c1ccc(NC(=O)C2C3C=CC(C3)C2C(=O)O)cc1 (centres undefined)
  4.3%, -6%, /, 1%, -1.3, 1%, i, 0%, -4%
- COC(=O)c1c(C(=O)OC)c(-c2ccc(C(C)(C)C)cc2)n2c1CS(=O)C2 (centres undefined)
  -0.3%, 16%, -12%, 4%, 3.4, 19%, i, 0%, -1%
- COc1ccc(CCNC(=O)CSc2ccc(-c3ccncc3)nn2)cc1
  -0.4%, -3%, 0%, -5%, 1.3, 7%, i, 1%, 0%
- CCc1nc2c(cnn2-c2ccc(Cl)cc2)c(=O)n1-c1ccc(OC)cc1
  0.2%, -3%, ?, -8%, -4.5, ?, i, 1%, -4%
- Cn1ncc(Cl)c1C(=O)NCC1CCCO1 (centres undefined)
  -0.4%, 1%, -7%, -2%, -3.5, 1%, i, -1%, 8%
- CCN(CC)S(=O)(=O)c1cccc(NC(=O)C2SC(=Nc3ccc(C)cc3C)C(C(=O)NCC3CCCO3)=C2N)c1 (centres undefined)
  2.9%, 10%[57.1 µM], ?, -25%, 2.0, ?, i, -1%, 3%
- CC(C)c1cc(NC(=O)CCl)on1
  ?, 8%, -3%, 1%, -1.3, ?, i, 2%, 13%
- NC(=O)C(c1ccc(Cl)cc1)c1ccc(Sc2ccccc2)nn1 (centres undefined)
  3.3%, -4%, ?, -12%, 0.6, ?, i, ?, 13%
- O=C(CNC(=O)OCc1ccccc1)OC(c1ccccc1)c1ccccc1
  5.4%, ?, ?, ?, 0.4, 10%, i, /, 15%
- CCOc1ccc(N(CC(=O)NN=C2CCCC2)S(C)(=O)=O)cc1
  -0.2%, 5%, 4%, 0%, -1.8, -4%, i, -1%, -5%
- CCOC(=O)C1=C(O)/C(=C/c2ccc(OCC(=O)O)c(OC)c2)SC1=Nc1ccc(OC)cc1
  -0.9%, 1%, -16%, -18%, 0.8, -2%, i, 2%, 14%
- CC(=O)N1CCSc2ccc(S(=O)(=O)NCCc3ccc(C)cc3)cc21
  2.6%, -20%, ?, -4%, -1.2, -15%, i, 1%, -7%
- CC(=O)NCCNC(=O)[C@H](Cc1ccccc1)NC(=O)c1cccs1
  -0.1%, -2%, 15%, 18%, -2.3, -9%, i, 1%, 9%

# This is a subset; the hit share may differ from the screen's.
